PPARg SRC-3 ag: promotes SRC-3 coactivator recruitment by human PPARgamma; biochemical PPARgamma/SRC-3 coactivator recruitment assay; activation, % at 8 µM; actives 0.26% (n = 200,000); in the data active = activation above about 23%;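 also: 0% = DMSO and 100% = reference agonist; some compounds past the cut are filed as inactive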
Target sequence (P37231 whole entry, looked up): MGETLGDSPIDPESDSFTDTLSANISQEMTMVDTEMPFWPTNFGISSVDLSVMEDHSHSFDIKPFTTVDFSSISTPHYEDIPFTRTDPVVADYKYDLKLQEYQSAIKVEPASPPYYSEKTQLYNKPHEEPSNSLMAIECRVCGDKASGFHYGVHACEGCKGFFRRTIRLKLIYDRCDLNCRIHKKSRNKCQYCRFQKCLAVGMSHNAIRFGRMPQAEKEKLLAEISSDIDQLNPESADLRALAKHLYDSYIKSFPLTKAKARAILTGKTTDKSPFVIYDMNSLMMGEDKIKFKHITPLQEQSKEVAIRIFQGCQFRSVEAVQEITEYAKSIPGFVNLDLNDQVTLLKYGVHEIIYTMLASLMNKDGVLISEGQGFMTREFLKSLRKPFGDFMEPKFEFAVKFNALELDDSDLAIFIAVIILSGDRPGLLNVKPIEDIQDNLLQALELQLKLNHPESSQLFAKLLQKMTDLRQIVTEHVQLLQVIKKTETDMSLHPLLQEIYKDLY
Diaphorase act: activates diaphorase or chemically reduces, flagging diaphorase assay artifacts | Diaphorase/resazurin coupled assay, resorufin fluorescence, 16 min; active compounds read high; 1 = vehicle wells, 0 = NADH-free wells | activation factor at 20 µM | actives 0.005% (n = 190,000) | AID 1229;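 active = diaphorase activity raised at least twofold by the compound at 20 µM; inactive = activation factor below 2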
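Assay system: bacterial diaphorase enzyme (C. kluyveri) / Input: enzyme 0.07 U/mL final / Medium: 50 mM HEPES pH 7.4 with 4.542 mM MgCl2, 0.005% Tween 20 / Doses: single compound dose of 20 µM, 1% DMSO final / Incubation: 16 min enzyme reaction, ambient temperature / Signal: fluorescence, excitation 544 nm and emission 590 nm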
ROMK mod: modulators of human ROMK potassium channel; P48048; Tet-inducible ROMK, thallium flux fluorescence; actives lie on both sides; B-score at 10 µM; actives 2% (n = 130,000);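 active = signal ratio slope over the read window, or its plate-corrected B-score, at least 3 SD from the plate mean, either direction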;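 also: B-score of the F/F0 ratio slope over 7 to 12 s after thallium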
PPARg SRC-2 ag: promotes SRC-2 coactivator recruitment by human PPARgamma; PPARgamma LBD-SRC-2 recruitment, biochemical; P37231; actives 0.34% (n = 200,000); AID 1032; activation, % at 8 µM; in the data active = activation above about 22%;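 also: 0% = vehicle and 100% = reference agonist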
SRC2 TRFRET art: TR-FRET artefact, counter-screen to PPARgamma/SRC-2 agonist assay. TR-FRET ratio at 8 µM. active compounds read high. actives 0.4% (n = 200,000); in the data active = TR-FRET ratio above about 2000; also: inactives centre near 1500
S1P3 antagonist: antagonists of human S1P3 receptor | actives 0.27% (n = 170,000) | inhibition, % at 4.98 µM | Q99500 | CHO S1P3 NFAT-BLA reporter, FRET fluorescence, antagonist mode;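 active = inhibition above the plate cutoff, the mean inhibition of test wells on that plate plus 3 SD, cut at about 28% in these data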;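 also: cells challenged with S1P at its EC80 of 0.8 µM; blue over green emission ratio from cleaved BLA substrate after 4 h stimulation; 0% = S1P-stimulated wells and 100% = unstimulated DMSO-only wells; some compounds past the cut are filed as inactive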
Target sequence (Q99500 whole entry, looked up): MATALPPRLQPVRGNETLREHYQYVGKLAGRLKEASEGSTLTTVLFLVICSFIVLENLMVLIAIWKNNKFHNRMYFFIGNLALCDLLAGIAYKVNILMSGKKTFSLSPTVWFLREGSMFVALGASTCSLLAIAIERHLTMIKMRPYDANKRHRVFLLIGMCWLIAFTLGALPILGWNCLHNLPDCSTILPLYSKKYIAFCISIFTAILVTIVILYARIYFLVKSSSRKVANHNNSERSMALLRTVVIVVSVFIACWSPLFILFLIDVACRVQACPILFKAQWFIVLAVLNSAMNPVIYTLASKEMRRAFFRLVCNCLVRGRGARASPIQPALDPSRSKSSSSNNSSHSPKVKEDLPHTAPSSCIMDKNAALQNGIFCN
Diaph inh CS: diaphorase inhibition or chemical oxidation counter-screen; AID 1217; inhibition, % at 20 µM; actives 0.69% (n = 190,000); diaphorase resazurin-to-resorufin fluorescence, NADH, 16 min; bacterial (C. kluyveri) enzyme, not human;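 active = primary screen inhibition at 20 µM above a set limit, cut at about 50% in these data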;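 also: plate controls were DMSO with full reaction for no effect and wells lacking NADH for full effect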
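material = Clostridium kluyveri diaphorase enzyme | amount = 0.14 U/mL diaphorase, enzyme working solution | schedule = incubation 16 min, room temperature | detection = fluorescence of resorufin formed from resazurin, Ex 544/Em 590 nm | benchmarks = positive control minus NADH, DMSO neutral control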
G6PDH CS: inhibits Leuconostoc G6PDH, flagging false hits in G6PDH-based assays; Purified L. mesenteroides G6PDH, diaphorase/resazurin coupled fluorescence, 45 min; actives 0.12% (n = 200,000); AID 1020; inhibition, % at 5 µM; in the data active = inhibition above about 50%
PMI activator: increases human mannose-6-phosphate isomerase activity; P34949; purified human PMI, coupled resazurin fluorescence, 20 min; active compounds read high; 1 = vehicle control, 0 substrate-free wells; activation factor at 20 µM; actives 0.005% (n = 190,000);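 active = activation factor of 2 or more at 20 µM, relative to plate controls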
PMI act hi M6P: increases human PMI activity with near-saturating mannose 6-phosphate; P34949; coupled PMI enzyme assay, resazurin fluorescence, 20 min; active compounds read high; 1 = untreated enzyme, 0 = substrate-free blank; activation factor at 20 µM; actives 0.34% (n = 190,000); AID 1216;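 active = activation factor of 2 or more at 20 µM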
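Test system: human phosphomannose isomerase with PGI, G6PDH, diaphorase coupling enzymes; Amount: PMI at 15 ng/mL final; Reagent: Mannose-6-phosphate 1.0 mM (near-saturating) plus 0.22 mM NADP+; Timing: 20 min, room temperature; Technique: resorufin fluorescence at Ex 544/Em 590 nm; Dosing: 20 µM single dose.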
PPARg SRC-1 ag: PPARgamma-driven SRC-1 recruitment agonism; PPARgamma-SRC-1 coactivator recruitment biochemical assay; P37231; actives 0.41% (n = 200,000); activation, % at 8 µM; in the data active = activation above about 19%;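 also: 0% = DMSO and 100% = reference agonist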
* hit, by the source's call.

`CCOC(=O)c1c(C)oc2c1c1c(c3ccccc32)OCN(Cc2ccccn2)C1` gave PPARg SRC-3 ag 12.3, Diaphorase act 0.6, PPARg SRC-2 ag 1.9, SRC2 TRFRET art 1652, Diaph inh CS 42.2, G6PDH CS 46.0, PMI activator 0.4, PMI act hi M6P 0.4 and PPARg SRC-1 ag 5.0.
Cc1cc(NC(=O)CSc2c3c(nc4ccccc24)CCC3)no1 was read as PPARg SRC-3 ag 9.9, Diaphorase act 0.8, PPARg SRC-2 ag 6.3, SRC2 TRFRET art 1665, S1P3 antagonist -28.7, Diaph inh CS 15.2, G6PDH CS 5.8, PMI activator 1, PMI act hi M6P 0.9 and PPARg SRC-1 ag 5.6.
For Cc1sc2ncnc(OCC(=O)Nc3ccc4c(c3)OCCO4)c2c1C the results were PPARg SRC-3 ag 3.6, Diaphorase act 0.9, ROMK mod 0.0782, PPARg SRC-2 ag 0.7, SRC2 TRFRET art 1649, Diaph inh CS 5.2, G6PDH CS 5.1, PMI activator 0.8, PMI act hi M6P 0.9 and PPARg SRC-1 ag 4.5.
Screening NS(=O)(=O)c1ccc(CCNC(=O)COC(=O)C2CCCN2C(=O)c2cccs2)cc1 (stereo not given) returned PPARg SRC-3 ag -2.9, Diaphorase act 1, PPARg SRC-2 ag -7.6, SRC2 TRFRET art 1401, S1P3 antagonist -25.7, Diaph inh CS 4.3, G6PDH CS 1.2, PMI activator 1, PMI act hi M6P 1 and PPARg SRC-1 ag 1.2.
Screening NC(=O)c1nc(-c2cccs2)nc2c1[nH]c(=O)n2-c1ccc(F)cc1 returned PPARg SRC-3 ag 2.2, Diaphorase act 1.1, ROMK mod -0.232, PPARg SRC-2 ag 1.8, SRC2 TRFRET art 1640, S1P3 antagonist -12.3, Diaph inh CS -9.8, G6PDH CS 1.2, PMI activator 1, PMI act hi M6P 1 and PPARg SRC-1 ag -2.5.
For Cc1cccc(C)c1NC(=S)Nc1ccc(Cl)c(Cl)c1 the results were PPARg SRC-3 ag -1.3, Diaphorase act 0.9, ROMK mod 0.0793, PPARg SRC-2 ag 3.6, SRC2 TRFRET art 1850, S1P3 antagonist 3.1, Diaph inh CS 5.9, G6PDH CS 9.9, PMI activator 0.9, PMI act hi M6P 0.9 and PPARg SRC-1 ag 12.2.
`c1ccc(Nc2nnc(SCc3cccc4ccccc34)s2)cc1` gave PPARg SRC-3 ag -4.0, Diaphorase act 0.8, PPARg SRC-2 ag -1.8, SRC2 TRFRET art 1539, Diaph inh CS 21.9, G6PDH CS 1.3, PMI activator 0.9, PMI act hi M6P 0.9 and PPARg SRC-1 ag 0.1.
`Cc1ncc([N+](=O)[O-])n1CC(=O)N/N=C/c1ccc(F)cc1` gave PPARg SRC-3 ag -0.8, Diaphorase act 1, ROMK mod 0.422, PPARg SRC-2 ag 0.6, SRC2 TRFRET art 1636, S1P3 antagonist 3.0, Diaph inh CS 3.1, G6PDH CS 4.6, PMI activator 1.1, PMI act hi M6P 1 and PPARg SRC-1 ag 6.5.
Screening CCOc1ccc(NC(=O)c2ccc(Br)o2)c([N+](=O)[O-])c1 returned PPARg SRC-3 ag 5.9, Diaphorase act 0.9, PPARg SRC-2 ag 5.3, SRC2 TRFRET art 1519, Diaph inh CS 8.0, G6PDH CS 5.9, PMI activator 0.9, PMI act hi M6P 0.9 and PPARg SRC-1 ag 1.8.
For c1ccc2c(c1)OCC(c1nnc3sc(-c4ccc5c(c4)OCO5)nn13)O2 (stereo not given) the results were PPARg SRC-3 ag -9.6, Diaphorase act 0.9, PPARg SRC-2 ag 2.5, SRC2 TRFRET art 1386, S1P3 antagonist 0.3, Diaph inh CS 13.8, G6PDH CS 1.0, PMI activator 0.5, PMI act hi M6P 0.7 and PPARg SRC-1 ag 7.0.
`COc1ccc(-c2cc(C(F)F)n3ncc(C(=O)N4CCN5CCCC5C4)c3n2)cc1` (stereo not given) gave PPARg SRC-3 ag 1.9, Diaphorase act 0.8, ROMK mod -0.298, PPARg SRC-2 ag -1.2, SRC2 TRFRET art 1594, Diaph inh CS 17.0, G6PDH CS 1.4, PMI activator 0.9, PMI act hi M6P 1 and PPARg SRC-1 ag 8.2.
CC1CCCN(C(=O)CCc2ccccc2)C1 (stereo not given) was read as PPARg SRC-3 ag -0.9, Diaphorase act 0.9, ROMK mod -0.476, PPARg SRC-2 ag -0.5, SRC2 TRFRET art 1815, S1P3 antagonist 18.9, Diaph inh CS 7.1, G6PDH CS 4.6, PMI activator 1, PMI act hi M6P 1 and PPARg SRC-1 ag -3.9.
Screening COc1ccccc1-n1c(CNC(=O)c2cccc([N+](=O)[O-])c2C)n[nH]c1=S returned PPARg SRC-3 ag 2.3, Diaphorase act 1, ROMK mod 0.251, PPARg SRC-2 ag -5.7, SRC2 TRFRET art 1542, S1P3 antagonist 21.6, Diaph inh CS -1.3, G6PDH CS 6.3, PMI activator 1, PMI act hi M6P 1.1 and PPARg SRC-1 ag 2.1.
Cc1ccc(S(=O)(=O)N2CCSC2)cc1C was read as PPARg SRC-3 ag -8.4, Diaphorase act 0.8, ROMK mod -0.873, PPARg SRC-2 ag -4.7, SRC2 TRFRET art 1555, Diaph inh CS 17.0, G6PDH CS -0.1, PMI activator 0.9, PMI act hi M6P 0.9 and PPARg SRC-1 ag 3.2.
CCOc1ccccc1NC(=O)COC(=O)/C=C/c1ccc(OC)c(OC)c1 was read as PPARg SRC-3 ag -2.8, Diaphorase act 1, ROMK mod 0.672, PPARg SRC-2 ag -2.1, SRC2 TRFRET art 1572, S1P3 antagonist -14.1, Diaph inh CS 1.8, G6PDH CS 0.5, PMI activator 0.9, PMI act hi M6P 1 and PPARg SRC-1 ag -0.7.
Cc1cccc(-n2c(C)cc(/C=N\NC(=O)c3cccs3)c2C)c1 was read as PPARg SRC-3 ag -1.9, Diaphorase act 0.9, ROMK mod 0.454, PPARg SRC-2 ag -4.5, SRC2 TRFRET art 1412, S1P3 antagonist 19.4, Diaph inh CS 11.6, G6PDH CS -4.9, PMI activator 0.8, PMI act hi M6P 0.9 and PPARg SRC-1 ag -13.0.
For CC(C)(C)C(=O)NC(=S)Nc1ccccc1F the results were PPARg SRC-3 ag 1.5, Diaphorase act 1, PPARg SRC-2 ag 2.2, SRC2 TRFRET art 1632, Diaph inh CS 1.5, G6PDH CS 10.0, PMI activator 1.1, PMI act hi M6P 1 and PPARg SRC-1 ag -2.4.
Screening Cc1c(C(=O)O)c(=O)n(-c2ccccc2)n1-c1ccccc1 returned PPARg SRC-3 ag 1.5, Diaphorase act 0.9, ROMK mod -0.312, PPARg SRC-2 ag -7.3, SRC2 TRFRET art 1495, S1P3 antagonist -4.0, Diaph inh CS 14.9, G6PDH CS 14.3, PMI activator 0.9, PMI act hi M6P 0.9 and PPARg SRC-1 ag -10.4.
CCOC(=O)c1c(C)[nH]c(C)c1C(=O)COc1ncnc2cc([N+](=O)[O-])ccc12 was read as PPARg SRC-3 ag 2.2, Diaphorase act 0.8, ROMK mod -0.64, PPARg SRC-2 ag 5.3, SRC2 TRFRET art 1506, S1P3 antagonist 3.7, Diaph inh CS 17.9, G6PDH CS -1.5, PMI activator 1, PMI act hi M6P 0.9 and PPARg SRC-1 ag -3.9.
For COc1ccc(S(=O)(=O)N(C)CC(=O)NCc2cccnc2)cc1C the results were PPARg SRC-3 ag 17.7, Diaphorase act 0.9, PPARg SRC-2 ag 2.5, SRC2 TRFRET art 1668, S1P3 antagonist -3.5, Diaph inh CS 10.0, G6PDH CS -8.6, PMI activator 0.9, PMI act hi M6P 0.9 and PPARg SRC-1 ag 4.2.
For Cn1c(N)c(C(=O)COC(=O)c2ccc3c(c2)C(=O)N(c2ccc(Cl)cc2)C3=O)c(=O)n(C)c1=O the results were PPARg SRC-3 ag -0.1, Diaphorase act 1, ROMK mod -0.37, PPARg SRC-2 ag 2.6, SRC2 TRFRET art 1788, S1P3 antagonist 6.7, Diaph inh CS -4.9, G6PDH CS -2.4, PMI activator 1, PMI act hi M6P 1 and PPARg SRC-1 ag -2.8.
For O=C(CCCN=C1NS(=O)(=O)c2ccccc21)OCC(=O)N1CCc2ccccc21 the results were PPARg SRC-3 ag 9.1, Diaphorase act 0.9, ROMK mod -0.322, PPARg SRC-2 ag -1.5, SRC2 TRFRET art 1667, S1P3 antagonist 5.5, Diaph inh CS 12.7, G6PDH CS 2.6, PMI activator 1, PMI act hi M6P 1.1 and PPARg SRC-1 ag 13.1.
Screening COc1cccc(NC(=S)NCCCN2CCOCC2)c1 returned PPARg SRC-3 ag 2.8, Diaphorase act 0.9, ROMK mod -0.162, PPARg SRC-2 ag 7.2, SRC2 TRFRET art 1418, S1P3 antagonist -12.3, Diaph inh CS 7.6, G6PDH CS 11.1, PMI activator 1, PMI act hi M6P 0.9 and PPARg SRC-1 ag 3.5.
For Cn1cc(Cl)c(C(=O)Nc2cccc(Cl)c2Cl)n1 the results were PPARg SRC-3 ag 14.2, Diaphorase act 1, PPARg SRC-2 ag 13.8, SRC2 TRFRET art 1533, S1P3 antagonist 10.6, Diaph inh CS -2.4, G6PDH CS 35.1, PMI activator 1, PMI act hi M6P 1 and PPARg SRC-1 ag 8.0.
Cc1ccc(N(C(=O)Cc2cccs2)C2C=CS(=O)(=O)C2)cc1Cl (stereo not given) was read as PPARg SRC-3 ag 2.3, Diaphorase act 0.9, ROMK mod -0.758, PPARg SRC-2 ag -1.5, SRC2 TRFRET art 1687, S1P3 antagonist -24.8, Diaph inh CS 12.1, G6PDH CS 7.4, PMI activator 1, PMI act hi M6P 1 and PPARg SRC-1 ag 4.9.
Screening COc1ccccc1-c1cc(C(F)(F)F)nc(N2CCOCC2)n1 returned PPARg SRC-3 ag 4.0, Diaphorase act 0.8, ROMK mod 0.735, PPARg SRC-2 ag 4.0, SRC2 TRFRET art 1491, Diaph inh CS 15.6, G6PDH CS -0.9, PMI activator 0.9, PMI act hi M6P 0.9 and PPARg SRC-1 ag 5.9.
For CC(=O)c1ccc(NC(=O)CSC(=S)N2CCCC2)cc1 the results were PPARg SRC-3 ag -3.4, Diaphorase act 1.1, ROMK mod -2.16, PPARg SRC-2 ag 8.6, SRC2 TRFRET art 1693, S1P3 antagonist 0.3, Diaph inh CS -10.6, G6PDH CS 16.7, PMI activator 1, PMI act hi M6P 1 and PPARg SRC-1 ag 2.4.

High-throughput results from PubChem.
